# Anthrax LF prot: inhibitors of Bacillus anthracis lethal factor protease. AID 588501. inhibition, % at 10 µM. P15917. 360,000 compounds, 0.12% hits. multiplex microsphere protease cleavage assay, LF; also: plate controls were buffer without enzyme for full effect and enzyme alone for no effect
# TcdB inh: inhibitors of Clostridioides difficile toxin B glycohydrolase; TcdB glycohydrolase enzymatic assay, plate reader; P18177; AID 652162; 350,000 compounds, 0.24% hits; inhibition, % at 9.99 µM; in the data active = inhibition above about 10%
# PfHsp40 yeast: restores yeast growth despite PfHsp40 toxicity; growth rescue, % at 12.5 µM; S. cerevisiae expressing PfHsp40, growth rescue, ATP luminescence; 340,000 compounds, 0.68% hits; in the data active = growth rescue above about 28%, passing the limit was not always enough; inconclusive = no clear call, values can overlap the other calls;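 also: yeast W303a lacking pdr1 and pdr3 grown in galactose medium; growth measured after three days at 30 °C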
# VHR inh abs: inhibitors of human VHR1 phosphatase (DUSP3); P51452; recombinant VHR phosphatase, pNPP absorbance; inhibition, % at 13.3 µM; 290,000 compounds, 0.52% hits; in the data active = inhibition above about 50%; also: some compounds called inactive have numbers as strong as hits
# BoNT A protease: BoNT A light chain protease inhibition; multiplex microsphere protease substrate cleavage, flow cytometry; inhibition, % at 10 µM; 360,000 compounds, 0.17% hits; also: plate controls were buffer without enzyme for full effect and enzyme alone for no effect
# CCHFV vOTU inh: CCHFV vOTU protease inhibition; Pep-AMC fluorescence; inhibition, % at 11.5 µM; 370,000 compounds, 0.55% hits; in the data active = inhibition above about 30%; also: 0% = vehicle wells with enzyme and 100% = no enzyme wells
# PriA SSB inh: inhibitors of Klebsiella pneumoniae PriA binding to SSB C-terminal tail | 430,000 compounds, 0.6% hits | AID 1272365 | inhibition, % at 33 µM | AlphaScreen SSBct-PriA binding, biotinylated peptide; in the data active = inhibition mostly above about 37%, no sharp cut-off; inactive = mostly below about 20%;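 also: plate controls were negative control peptide for no effect and reference peptide for full effect; strong numbers were not always called active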
# BH1578 lux ind: inducers of Vibrio cholerae quorum light production without autoinducers; V. cholerae BH1578 lux reporter, luminescence, 6 h; activation, % at 18.7 µM; 350,000 compounds, 0.16% hits; AID 588436; in the data active = activation mostly above about 9.7%, no sharp cut-off; inconclusive = no clear call, values can overlap the other calls; inactive = mostly below about 3.7%; also: not every result past the cut was called active; inactives centre near 0; reference of the scale not given here
# Y pestis TopoI: Y. pestis Topo-I inhibition via cleavage products; Y. pestis Topo-I cleavage product accumulation, plate reader; activity, % at 10 µM; 360,000 compounds, 0.064% hits; AID 504884; in the data active = activity above about 50%, passing the limit was not always enough; inconclusive = no clear call, values can overlap the other calls; also: inactives centre near 2
# 3CLpro inhibitor: SARS-CoV 3CLpro protease inhibition | P0C6X7 | recombinant SARS-CoV 3CLpro, quenched FRET peptide cleavage | inhibition, % at 6 µM | 290,000 compounds, 0.14% hits | AID 1706; in the data active = inhibition above about 12%
# * = called active by the depositor; i = inactive; ? = inconclusive; . = not tested or not shown; & = joins results of further samples. Rule as the data show it, unless noted: active = inhibition above about 30%; inconclusive = no clear call, values can overlap the other calls; inactive = below that. An excerpt; rates above refer to the full screens.
SMILES,Anthrax LF prot,TcdB inh,PfHsp40 yeast,VHR inh abs,BoNT A protease,CCHFV vOTU inh,PriA SSB inh,BH1578 lux ind,Y pestis TopoI,3CLpro inhibitor
CCCC(C)NC(=O)Cc1ccccc1[N+](=O)[O-] (stereo not drawn),1,0.7,-1.5,3,-0.6,-12,6,-0.3,-4,-2
O=C(CCCn1c(=S)[nH]c2ccccc2c1=O)NCc1ccco1,-2,.,-1.1,8,-0.2,-3,-6,i,15,-1
N#C/C(=C\c1ccc([N+](=O)[O-])o1)c1nc2ccccc2[nH]1,.,0.2,.,52*,.,-3,-2,.,.,0
C/C(=N\Nc1ccccn1)c1ccc(C(C)C)cc1,-4,0.8,0.7,15,-0.8,-2,.,-0.4,6,5
CCN1CC(CN(C)Cc2nc(-c3ccc(Cl)cc3)no2)CC1=O (stereo not drawn),-10,0.5,0.1,-1,0.5,-7,-9,i,-4,3
Cc1ccnc(NC(=O)c2ccc3c(c2)C(=O)N(CCC(C)C)C3=O)c1,6,0.6,1.0,-14,-0.1,6,-4,i,-5,-1
COc1ccc(-c2nc3cc(C)c(Br)c(C)n3c2CC(C)(C)C)cc1OC,0,1.3,.,.,-0.1,18,.,.,.,.
Nc1c(C(=O)NCc2ccc(Cl)cc2)sc2nc3c(c(C(F)(F)F)c12)CCC3,1,0.6,0.0,-4,5.8,-3,-33,0.7,2,1
COc1ccccc1NS(=O)(=O)c1cccc(NC(=O)c2[nH]c(C)c(C(C)=O)c2C)c1,1,0.0,2.5,11,0.4,-6,2,i,-1,3
CCN(CC)C(=O)Cn1cc(S(=O)(=O)CC(=O)NCc2ccc(F)cc2)c2ccccc21,-4,-0.8,-1.4,-6,0.4,-5,-10&-8,0.0,10,-10
COc1ccc(CNC(=O)C2CCN(C(=O)c3ccc(F)cc3)CC2)cc1OC,-4,2.0,0.4,.,0.0,9,-13,i,0,.
CCOC(=O)CC1C(=O)NCCN1Cc1cccc(C(F)(F)F)c1 (stereo not drawn),2,0.0,-0.4,23,-0.8,1,-1,-0.3,-4,-2
CC(=O)Nc1sc(C)c(C)c1C(=O)OCC(=O)Nc1cc(S(=O)(=O)N2CCCCC2)ccc1Cl,-2,.,5.5,1,2.9,-2,-8,-0.2,2,-2
COc1cc(C)ccc1OCCCOc1cc(C)ccc1Cl,-9,.,0.5,.,-0.6,0,-18,i,47,6
O=C(Cn1c(COc2ccc(Cl)cc2)nc2ccccc21)NCC(F)(F)F,-2,.,-1.2,-4,-1.5,-20,-7,-0.3,-5,-3
COc1ccccc1Nc1c([N+](=O)[O-])cc(C)cc1[N+](=O)[O-],0,1.7,-0.2,8,0.5,-1,30,.,2,-1
COCCNC(=O)C1(C)CCN(Cc2ccccc2C#N)C1 (stereo not drawn),3,0.3,.,.,0.4,-1,.,-1.2,-5,.
COc1ccc(-c2nc3c4ccccc4ccn3c2Cc2ccsc2)cc1OC,-1,0.7,.,.,2.5,10,.,.,.,.
CCC[N+](CC#Cc1ccccc1)(CCC)CC(=O)OC,0,.,-2.5,-5,-0.4,1,6,-0.7,4,0
CCCCCCC(O)(c1ccccc1)C(CN1CCOCC1)c1ccccc1 (stereo not drawn),-6,1.5,-1.0,-2,-1.7,24,-14,i,4,-1
Cn1c(NC(=O)c2ccc(Cl)cc2)c(-c2ccccn2)c(=O)c2ccccc21,-1,.,1.1,6,2.9,-6,3,3.3,-3,4
CCn1c(Cc2cccn2C)nnc1SCC(=O)c1ccc(C)cc1,-2,.,1.1,10,-0.1,-7,0,i,12,-1
COc1ccc2c(c1)c(=O)oc1cc3occ(C(C)(C)C)c3cc12,?,.,-2.0,-1,?,6,4,i,0,4
COCCn1c(=O)[nH]c(=O)c2cc(C(=O)c3cc(Cl)ccc3O)cnc21,8,.,-2.9,7,0.5,.,4,i,3,-2
Cc1ccc(CN(C)C(=O)COC(=O)CSc2ccc(C(N)=O)cc2[N+](=O)[O-])cc1,4,1.4,-0.2,.,-1.7,0,-2,-4.2,-1,.
CC(C)(C)NC(=O)NC(=O)COC(=O)Cc1c(Cl)cccc1Cl,2,2.8,1.7,24,0.7,3,-7,1.0,-5,-1
COc1ccc(CC(=O)Nc2cccc(/C(C)=N/NC(=O)c3cccc([N+](=O)[O-])c3)c2)cc1,1,.,-0.6,16,0.8,15,.,10,5,2
CNC(C)C#Cc1ccc2sc3cccc(OC)c3c(=O)c2c1 (stereo not drawn),18,1.4,-0.1,32,7.2,-11,4,i,21,-13
CC(Oc1ccc(Br)cc1)C(=O)Nc1cc(Cl)ccc1N1CCN(C)CC1 (stereo not drawn),1,0.2,-0.5,.,-2.5,6,-2,-2.9,23,.
CC(=O)N1CCN(C(=S)NC(=O)c2ccc(F)cc2)CC1,-3,8.1,-0.9,.,1.0,-1,-10,-2.9,4,.
COCCCN(C)C1CCN(C(=O)Nc2ccc(F)cc2)CC1,-2,1.2,1.4,24,-1.7,13,1,-0.3,-5,-1
O=C(NCCCn1ccnc1)/C(=C\c1ccccc1Cl)NC(=O)c1ccccc1,-5,2.9,1.4,30,-3.0,-10,-14,i,7,-1
O=C(Nc1cc([N+](=O)[O-])ccc1F)c1ccc2c(c1)OCCO2,2,1.3,-0.7,34,-0.3,5,-9,i,-1,2
Cc1c(CCC(=O)O)c(=O)oc2c(C)c(OCc3ccccc3Cl)ccc12,-10,0.8,2.3,57*,0.1,10,4,-0.8,6,-4
Clc1ccc(CN2CCc3c([nH]c4ccccc34)C2)cc1Cl,-10,0.4,-0.4,16,-0.1,-6,3,-0.3,-19,1
CC(NC(=O)c1ccnc(C(C)(C)C)c1)c1ccccc1 (stereo not drawn),-7,.,0.0,7,-1.8,0,-13,-0.7,-1,4
Cc1cc(NC(=O)CCCn2nc([N+](=O)[O-])c(Br)c2C)no1,-8,1.1,-1.5,4,-0.3,-8,-2,i,-4,5
Cc1ccc(C)c(NC(=O)CN(C)C(=O)c2cccc(-n3cccc3)c2)c1,?,1.5,0.6,.,?,-1,2,-0.3,16,.
COc1cccc(C(c2nnnn2Cc2ccco2)N2CCN(c3cccc(C)c3C)CC2)c1OC (stereo not drawn),-4,.,6.5,21,-0.1,11,-12,8.3,27,5
CCOc1ccc(S(=O)(=O)NCc2cccnc2)cc1C,1,-1.6,0.0,0,-1.2,-3,-3,-0.2,2,1
Cc1ccc(S(=O)(=O)N(C)CC(=O)O/N=C(\N)c2ccc([N+](=O)[O-])cc2)cc1,-1,.,-0.1,35,0.4,3,i,-0.7,-1,2
CCCCN(CC)CCCNC(=O)c1cn(C)c2ccc(S(=O)(=O)N(C)C3CCCCC3)cc2c1=O,-1,1.2,-0.3,15,2.0,-1,0,i,31,-2
Cc1cc(C)nc(N2CCN(C(=O)c3ccc(S(=O)(=O)N4CCCCCC4)cc3)CC2)n1,-7,-0.4,0.4,22,0.0,5,-9,-0.3,-1,-2
NC(=O)CC(NC(=O)Cc1ccc(Br)cc1)c1ccc(NC2CCCCCC2)c([N+](=O)[O-])c1 (stereo not drawn),-7,0.7,1.4,-13,0.0,1,-6,0.0,2,.
COc1cc(-c2coc3c(C(=O)NCc4ccncc4)cccc23)ccc1O,-6,5.0,.,.,-0.2,3,.,0.1,-10,.
Cc1cccc(NC(=O)COc2cccc3c2CCN(C)C3=O)c1,-2,-0.2,3.4,26,-1.5,-2,-1,-1.3,-6,3
O=C(CSc1nc2[nH]ncc2c(=O)[nH]1)Nc1cccc([N+](=O)[O-])c1,-4,-0.8,-1.9,.,-3.0,0,-3,-0.7,0,.
CN(C(=O)c1ccccc1Cl)c1ccccc1,4,.,0.7,26,-0.2,-5,-10,i,3,-6
COc1ccc(Cl)cc1C(=O)NC1CC(C)(C)NC(C)(C)C1,0,1.0,.,.,0.2,-8,.,i,-3,.
O=C1CN(C(=O)COC(=O)c2cc(S(=O)(=O)N3CCOCC3)ccc2Cl)c2ccccc2N1,2,-0.6,-0.7,19,0.0,-10,-9,i,12,0
O=C(Cc1ccc(Cl)cc1Cl)OCC(=O)c1ccc[nH]1,-4,.,1.7,-13,-0.3,5,-20,-2.1,4,0
CC(=O)C1=C(O)C(=O)N(CCCn2ccnc2)C1c1ccc(Br)cc1 (stereo not drawn),1,1.8,0.6,26,-0.1,9,-15,i,0,3
CC(C)c1ccc(S(=O)(=O)N2CCN(CC(=O)Nc3ccc(Cl)cc3F)CC2)cc1,-2,0.9,0.0,.,?,-1,-3,i,11,.
CCOC(=O)CCn1c(=O)c2c(nc(Br)n2Cc2ccccc2)n(C)c1=O,-12,.,0.6,26,-0.4,-6,-12,i,9,-1
O=C(c1ccccc1)N(Nc1ccccc1)c1ccccc1,0,0.3,0.2,-25,0.3,-5,0,i,-4,4
COc1ccc(S(=O)(=O)c2ccc(OC)c(OC)c2)cc1OC,0,.,-0.9,28,-0.7,2,-15,i,-2,-1
O=c1cc(-c2ccccc2)[nH]c2ccc(F)cc12,-3,0.2,-0.9,0,-0.7,11,-30,-0.7,0,0
CCc1ccc(-c2nc3ccc(Br)cc3c(C(=O)O)c2C)s1,-5,-4.0,-2.1,6,-7.9,-9,-9,-0.5,14,5
CCCCNC(=O)CCN1N=C(c2ccccc2)CCC1=O,-5,0.9,-0.5,-3,0.1,5,1,i,-1,4
O=C(NNC(=O)c1cccnc1)NC1CCCCC1,-9,0.5,-1.2,11,0.0,-8,-11,-0.4,-13,-4

# Additional results follow:
SMILES,Anthrax LF prot,TcdB inh,PfHsp40 yeast,VHR inh abs,BoNT A protease,CCHFV vOTU inh,PriA SSB inh,BH1578 lux ind,Y pestis TopoI,3CLpro inhibitor
COc1cc(CN2CCN(Cc3ccccc3C(F)(F)F)CC2)cc(OC)c1OC,6,0.3,0.1,5,-0.5,-9,-3,i,14,-6
CCOC(=O)Cn1nc(C)c(NC(=O)CCc2ccc(OC)cc2)c1C,1,0.1,-0.4,9,-1.1,4,5,-0.2,-2,0
O=C(O)CC/C(=N/NC(=O)c1cccs1)c1ccccc1,1,1.6,0.1,-8,0.1,-3,.,-0.4,-3,-4
O=C(c1cccn2c(=O)c3ccccc3nc12)N1CCN(Cc2ccc3c(c2)OCO3)CC1,1,.,-0.4,29,-0.2,-12,-2,i,22,-2
CC1(C)CC(=O)C(C2c3ccccc3S(=O)(=O)c3ccccc32)C(=O)C1,2,1.6,-0.4,9,-1.3,-11,-19,-0.3,2,-1
CC(C)c1ccc(CN2CCC(C)(Oc3ccc(Cl)cc3)C2)cc1 (stereo not drawn),-4,-0.2,.,.,-0.9,-3,.,-0.2,26,.
CC(=O)Nc1ccc(OCC(O)Cn2c(CO)nc3ccccc32)cc1 (stereo not drawn),-1,0.5,4.4,15,-0.5,-11,5,-0.2,-11,2
O=C1CCN(Cc2ccc(Br)cc2)CCN1[C@H](CO)Cc1ccccc1,3,1.3,2.3,13,-1.0,-9,-5,-0.5,27,-3
COc1ccc(C(=O)NCCc2cn3ccc(C)cc3n2)cc1,-4,1.2,-1.0,19,-1.3,13,-11,-0.2,1,-3
COc1ccc(-c2cc(=O)oc3c(C)c(OCC(=O)N(C)C)ccc23)cc1,27,0.7,0.6,8,-0.1,0,-6,3.8,-8,-2

# Four compounds drawn at random from those above:
SMILES,Anthrax LF prot,TcdB inh,PfHsp40 yeast,VHR inh abs,BoNT A protease,CCHFV vOTU inh,PriA SSB inh,BH1578 lux ind,Y pestis TopoI,3CLpro inhibitor
O=C(O)CC/C(=N/NC(=O)c1cccs1)c1ccccc1,1,1.6,0.1,-8,0.1,-3,.,-0.4,-3,-4
COc1ccc(C(=O)NCCc2cn3ccc(C)cc3n2)cc1,-4,1.2,-1.0,19,-1.3,13,-11,-0.2,1,-3
CC1(C)CC(=O)C(C2c3ccccc3S(=O)(=O)c3ccccc32)C(=O)C1,2,1.6,-0.4,9,-1.3,-11,-19,-0.3,2,-1
CCOC(=O)Cn1nc(C)c(NC(=O)CCc2ccc(OC)cc2)c1C,1,0.1,-0.4,9,-1.1,4,5,-0.2,-2,0
